Screening results deposited in PubChem by several laboratories.
FID counter: compounds displacing fluorescent DNA intercalator, primary screen, artefact control for HCV NS3 helicase inhibitor project, biochemical, FID fluorescence; DNA fluorescent intercalator displacement; inhibition, % at 7.9 µM; 0.17% of 290,000 active; in the data active = inhibition above about 37%;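 note: 0% = vehicle and 100% = reference compound; higher means more ethidium bromide displaced from hairpin DNA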
V1aR counter: agonists of human V1a receptor, primary screen, counter-screen for OXTR agonist project, fluorescence, CHO-V1R cells. Vasopressin V1a receptor (Homo sapiens), P37288. Fluo-8 calcium fluorescence, agonist mode; 0% DMSO, 100% 3 nM vasopressin. activation, % at 3 µM. 0.25% of 320,000 active. AID 2797, 2010;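 active = activation above the mean activation of all tested compounds plus 3 SD, per screening run, cut at about 20% in these data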;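 note: signal is peak over basal fluorescence ratio across a 100 second FLIPR read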
Target sequence (P37288 whole entry, looked up): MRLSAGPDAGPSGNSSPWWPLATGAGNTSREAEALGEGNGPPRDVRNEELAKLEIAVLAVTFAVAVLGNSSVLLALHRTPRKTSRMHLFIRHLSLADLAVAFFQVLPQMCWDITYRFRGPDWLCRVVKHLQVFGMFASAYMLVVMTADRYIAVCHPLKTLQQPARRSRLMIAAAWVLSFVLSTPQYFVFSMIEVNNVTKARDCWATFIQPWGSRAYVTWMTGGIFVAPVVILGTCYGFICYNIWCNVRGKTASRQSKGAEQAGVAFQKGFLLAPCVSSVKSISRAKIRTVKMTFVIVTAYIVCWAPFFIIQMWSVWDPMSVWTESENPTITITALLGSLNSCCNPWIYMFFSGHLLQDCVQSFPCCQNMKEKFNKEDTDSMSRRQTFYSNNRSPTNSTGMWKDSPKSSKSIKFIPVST
OXTR agonist: human OXTR agonists, primary screen, fluorescence, CHO-OTR cells, Fluo-8 calcium; Oxytocin receptor (Homo sapiens), P30559; Fluo-8 calcium fluorescence; normalized: DMSO 0%, oxytocin 100%; 0.32% of 320,000 active; activation, % at 3 µM;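 active = activation above the mean of all tested compounds plus 3 SD, cutoff set per screening run, cut at about 20% in these data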;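 note: peak over basal fluorescence ratio from a 100 s FLIPR kinetic read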
Target sequence (P30559 whole entry, looked up): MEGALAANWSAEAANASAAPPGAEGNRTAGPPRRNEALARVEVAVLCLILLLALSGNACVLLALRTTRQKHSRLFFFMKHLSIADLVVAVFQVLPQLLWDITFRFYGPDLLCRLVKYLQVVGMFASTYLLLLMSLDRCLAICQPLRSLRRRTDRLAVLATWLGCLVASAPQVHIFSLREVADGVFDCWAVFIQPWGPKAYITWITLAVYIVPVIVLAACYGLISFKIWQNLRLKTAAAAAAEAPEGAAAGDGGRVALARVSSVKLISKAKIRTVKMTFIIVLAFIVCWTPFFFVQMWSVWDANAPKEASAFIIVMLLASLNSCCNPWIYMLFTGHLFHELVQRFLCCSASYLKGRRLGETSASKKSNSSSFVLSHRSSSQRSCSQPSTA
VIM-2 inhibitor: VIM-2 metallo-beta-lactamase inhibitors, primary screen, biochemical, epi-absorbance readout, Pseudomonas aeruginosa enzyme; purified VIM-2, nitrocefin hydrolysis, epi-absorbance fluorescence; inhibition, % at 5.6 µM; 0.89% of 290,000 active;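 active = inhibition above the mean of all tested compounds plus 3 SD, cutoff set per screening run, cut at about 7.5% in these data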;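 note: red hydrolysis product quenches plate fluorescence so inhibitors raise well fluorescence; 0% = enzyme with DMSO and 100% = DMSO without enzyme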
GalR3 antagonist: GalR3 antagonists in HEK293 cells, primary screen, cell-based, fluorescence readout. 0.44% of 360,000 active. inhibition, % at 3 µM. Galanin receptor type 3 (Homo sapiens), O60755. HEK293 GalR3-CNG cAMP membrane potential fluorescence; galR3 body fused to GalR1 C-terminus;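 active = inhibition above the screen-wide average plus 3 SD, cut at about 13% in these data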;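 note: forskolin and galanin both at EC90 stimulate the cells; cAMP rise reported by CNG channel membrane potential dye signal; 0% = forskolin plus galanin with DMSO and 100% = forskolin alone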
HCV NS3 hel inh: inhibitors of HCV NS3 helicase, primary screen, biochemical, Cy5 molecular beacon fluorescence. 0.56% of 290,000 active. AID 1800, 2009. NS3 helicase DNA unwinding. inhibition, % at 10.9 µM;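 active = inhibition above the mean of all tested compounds plus 3 SD, set per campaign, cut at about 35% in these data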;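 note: 0% = DMSO wells and 100% = thioflavine S control wells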
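System: NS3 helicase fragment of HCV / Schedule: 1 h at 25 °C / Control set: DMSO alone as 0% and 110 µM thioflavine S as 100% / Reagent: Cy5/quencher beacon DNA duplex and ATP to start / Technique: Cy5 fluorescence / Replication: singlicate / Evaluation: % inhibition of end-to-start signal ratio versus controls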
IMP-1 inhibitor: IMP-1 metallo-beta-lactamase inhibitors, primary screen, biochemical, epi-absorbance readout, Pseudomonas aeruginosa enzyme | AID 1556, 2009 | metallo-beta-lactamase IMP-1 (Pseudomonas aeruginosa) | purified IMP-1, nitrocefin hydrolysis, epi-absorbance fluorescence | 0.45% of 290,000 active | inhibition, % at 5.6 µM;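 active = inhibition above the mean plus 3 SD of all compounds in the same screening run, cut at about 4.5% in these data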;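 note: 0% = IMP-1 with DMSO and 100% = DMSO wells lacking enzyme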
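Assay system: purified recombinant IMP-1 beta-lactamase. Input: IMP-1 0.2 nM before substrate addition. Buffer or medium: Zinc- and detergent-supplemented HEPES buffer, pH 7.1. Schedule: 25 °C, 15 min preincubation, 25 min reaction. Signal: Epi-absorbance fluorescence, 480 nm excitation, 530 nm emission. Evaluation: percent inhibition from optical density relative to buffer-blank wells.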
GPR7 antagonist: GPR7 receptor antagonists, primary screen, cell-based, fluorescence, single concentration; Neuropeptides B/W receptor type 1 (Homo sapiens), P48145; GPR7-expressing cells, fluorescence antagonist assay; inhibition, % at 4.4 µM; 1.1% of 290,000 active; in the data active = inhibition above about 16%, passing the limit was not always enough;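 note: cells stimulated with the agonist NPW; 0% = agonist with vehicle and 100% = vehicle without agonist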
PHOSPHO1 inh: PubChem AID 1565; inhibition, % at 13.3 µM; 1.1% of 290,000 active; Phosphoethanolamine/phosphocholine phosphatase (Homo sapiens), Q8TCT1; recombinant PHOSPHO1, absorbance phosphatase assay; in the data active = inhibition above about 60%
Target sequence (Q8TCT1 whole entry, looked up): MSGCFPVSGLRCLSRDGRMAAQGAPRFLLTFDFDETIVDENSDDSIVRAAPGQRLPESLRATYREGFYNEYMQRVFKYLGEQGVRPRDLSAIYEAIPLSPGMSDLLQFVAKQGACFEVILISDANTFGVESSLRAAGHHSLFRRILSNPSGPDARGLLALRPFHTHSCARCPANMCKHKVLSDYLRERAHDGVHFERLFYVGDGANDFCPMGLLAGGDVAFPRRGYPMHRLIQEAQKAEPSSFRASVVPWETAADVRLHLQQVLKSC
The depositor's hits bear a star; . = no result given.

SMILES	FID counter	V1aR counter	OXTR agonist	VIM-2 inhibitor	GalR3 antagonist	HCV NS3 hel inh	IMP-1 inhibitor	GPR7 antagonist	PHOSPHO1 inh
CCN1CCCC1CNC(=O)C(=O)NC (stereo unspecified)	0	1.4	-0.1	-2.8	-1	13	-2.7	-7	21
O=C1COc2ccc(S(=O)(=O)NCCc3ccccc3)cc2N1	-6	1.1	1.1	-2.0	-1	5	-3.7	-4	27
CC(OC(=O)c1cccnc1)C(=O)NCc1ccc2c(c1)OCO2 (stereo unspecified)	-9	-0.4	1.5	-2.3	3	-32	-2.7	-9	-4
CCCS(=O)(=O)N1CCCC(C(=O)NCCN(CC)CC)C1 (stereo unspecified)	-1	-0.1	-1.0	-1.9	3	0	-1.6	-4	-10
O=C(Nc1cccc(Cl)c1)c1ccncc1	-1	1.5	0.4	0.1	0	3	-4.3	-5	-14
CCOc1ccc(N2C(=O)c3cccnc3C2Nc2ccc(C)cc2)cc1 (stereo unspecified)	-11	-0.7	-1.4	0.6	-6	-1	0.7	2	18
Cc1nc(C(C)N(C)Cc2c(C(=O)N3CCCCC3)nc3c(C)cccn23)c(C)s1 (stereo unspecified)	-18	0.3	-1.0	-3.0	-5	-6	-4.4	8	37
COc1ccc(C)cc1NCc1cc(=O)oc2cc(-c3ccccc3)c(O)cc12	-4	-1.1	-0.8	-3.8	4	49*	-3.0	15	-2
Cc1nn(Cc2ccc(Cl)cc2)c(C)c1NC(=O)c1noc2c1CCc1ccccc1-2	-17	1.6	0.9	4.7	-2	57*	-0.7	-4	-2
O=C(CNC(=O)OCc1ccccc1)NCC(=O)N1CCCC1C(=O)OCc1ccccc1 (stereo unspecified)	-15	0.0	-0.8	-1.1	-2	-5	-0.5	10	18
O=C(NCC1CCCO1)c1cccc(Oc2c(Cl)cccc2[N+](=O)[O-])c1 (stereo unspecified)	-21	12	6.4	-3.1	-3	1	-4.6	-24	.
Cc1ccoc1C(=O)NCc1occc1C(=O)O	2	-0.7	0.5	-1.6	-3	4	-3.3	-5	-15
CCN(CCN1CCCC1)C(=O)c1cc(COc2ccccc2SC)on1	3	.	.	-1.8	-1	-25	-2.1	-14	36
CC(C)c1ccc(NC(=O)c2cccc(Br)c2)cc1	-8	1.0	-1.9	-2.5	-7	-1	-3.3	-1	4
CCOC(=O)c1c(C)c(C(=O)NC(C)COC)c(C)n1CC (stereo unspecified)	-1	-0.3	-0.7	-5.1	.	-11	-2.1	0	-14
COc1ccc(NC(=S)NCCC(c2ccccc2)c2ccccc2)c(OC)c1	-4	0.0	-1.8	-0.6	-6	-11	-3.5	-7	8
O=C(Nc1ccc(Cl)c([N+](=O)[O-])c1)Nc1nc2ccccc2s1	5	2.7	4.4	-1.6	.	-3	-1.2	12	30
c1ccc(N2CCCCC2)c(NC2=NCCC2)c1	-1	0.3	0.1	-0.8	-3	-1	-1.8	-8	-14
O=C1Nc2ccc(Cl)cc2C(=O)C1(F)c1ccccc1 (stereo unspecified)	-2	0.9	-1.1	-1.0	-5	11	-1.6	-15	-17
NS(=O)(=O)c1ccc(CNC(=O)NC23CC4CC(CC(C4)C2)C3)cc1	-4	-1.1	0.3	-1.7	.	11	-1.0	2	6
COCc1nnc(NC(=O)c2ccc(S(=O)(=O)N3CCCc4ccccc43)cc2)o1	-35	-0.1	0.8	-1.3	-3	4	-2.9	13	30
Cn1c(C(=O)N2CCCC(C(=O)N3CCN(C(=O)c4ccco4)CC3)C2)cc2sccc21 (stereo unspecified)	-29	1.7	0.5	-1.1	-4	-7	2.7	11	11
Cc1ccc(NC(=O)COC(=O)CCc2nc3ccccc3c(=O)[nH]2)c(Br)c1	-2	-1.1	-0.4	-0.6	-3	-5	-0.9	-16	12
Cc1[nH]c2ccc(C(=O)N3CCN(c4ccccn4)CC3)cc2c1C	-26	3.8	0.0	0.3	-11	-4	1.4	8	18
CC(C)(C)[C@@H]1C=C(C(=O)Nc2ccccc2)O[C@H](OCc2ccc(CO)cc2)C1	-27	-0.8	-2.1	-0.3	-3	-9	-1.3	-1	30
O=C(Nc1cccc(NC(=O)c2ccccc2Cl)c1)c1ccc(F)cc1	-16	5.8	7.3	1.2	-2	-3	0.7	2	-26
N#CCSc1n[nH]c2nc3c(c(=O)n12)C1(CCCCC1)Cc1ccccc1-3	-9	3.6	5.2	-0.4	-3	2	-2.0	-8	18
CCOP(=O)(OCC)c1nc(-c2ccc(Cl)cc2)oc1NCc1ccccc1	-25	0.5	-2.2	-3.3	-7	-10	-3.4	-6	3
CCOc1ccc(N2C(=O)C3ON(C)C(c4ccc([N+](=O)[O-])cc4)C3C2=O)cc1 (stereo unspecified)	-4	1.4	1.0	-1.7	2	-2	-1.6	-16	20
O=C1C2C3C=CC([C@@H]2C(=O)N1C1CCCCC1)[C@H]1C(=O)N(C2CCCCC2)C(=O)C31 (stereo partly specified)	-1	0.3	-0.1	-0.7	0	-6	0.8	7	22
Cc1cc(=O)oc2cc(OCC(=O)N(C)C3CCS(=O)(=O)C3)c(Cl)cc12 (stereo unspecified)	-10	0.5	0.1	-0.5	-2	4	-1.5	-5	2
O=C(N/C(=C\c1ccccc1)C(=O)N1CCCCC1)c1ccc(Br)o1	-40	1.1	1.2	-1.9	-1	2	-3.1	-14	43
Clc1ccc(CNc2nnnn2-c2ccccc2)c(Cl)c1	-6	8.5	4.6	-1.6	-2	-13	-5.2	8	17
O=C1CCN(S(=O)(=O)c2ccccc2)CCN1CCOCc1ccc(C(F)(F)F)cc1	.	8.2	7.8	.	-6	.	.	.	18
c1ccc(C2CC(c3cccs3)Nc3nnnn32)cc1 (stereo unspecified)	-14	1.3	1.1	-2.1	0	3	-1.0	2	36
CN(C)S(=O)(=O)c1cccc(C(=O)Nc2n[nH]c(C(F)(F)F)n2)c1	-10	-0.6	1.4	-2.3	-7	6	-1.8	-14	37
COc1cccc(NC(=S)Nc2ccc(O)cc2)c1	-3	0.5	0.4	-0.7	-8	-2	-0.7	4	-138
CCN(CC)c1ccc(/C=N/NC(=O)CCC(=O)NCc2ccccc2)c(O)c1	-12	-1.1	-3.2	-4.0	-1	-2	-4.5	-9	-2
CCCn1c(=O)[nH]c(=O)c2c(C(=O)OCC)cc(-c3cccs3)nc21	-1	-1.0	-1.4	-1.6	-1	-3	-3.3	-1	8
Cc1ccc(C(=O)O/N=C(\N)c2cccnc2)cc1[N+](=O)[O-]	1	1.6	-0.2	2.0	-2	-2	-1.6	-6	-18
CC(C)CNC(=O)C1CCN(c2ccc(S(=O)(=O)N3CCOCC3)cc2[N+](=O)[O-])CC1	-14	1.4	2.1	-1.3	-1	-5	-2.0	-7	44
O=C(O)CN1C(=O)CSC1=S	-8	.	.	-1.8	-10	8	-4.3	13	19
Cn1c(COc2ccc3ccccc3c2)nnc1SCC(N)=O	-12	-0.2	0.4	-2.5	0	5	-0.2	14	16
COc1cccc(CNc2nc3ccccc3n2C)c1O	8	0.5	0.1	-1.0	-4	-14	-3.1	-8	39
Cc1ccc(NC(=O)C2(N(C(=O)Cn3nnnc3N)c3ccc(C)cc3)CCCCC2)cc1	-28	-0.1	0.5	-0.7	-9	-7	-1.5	-10	5
CC(C)c1ccc(/C=N/NC(=O)C(=O)NCCCN2CCOCC2)cc1	6	-0.8	-1.8	-1.9	-7	-5	-0.2	0	-7
COc1ccc(NC(=O)c2csc(Cc3ccccc3)n2)cc1	-24	1.9	-0.8	-2.1	-1	-11	1.2	-1	8
O=C(NCCCn1ccnc1)/C(=C/c1ccc(Cl)cc1)NC(=O)c1ccccc1	4	-0.9	0.0	-4.5	8	-2	-1.7	-5	35
CC1CCN(C(=S)c2cn(Cc3ccc(F)cc3)c3ccccc23)CC1	-3	7.0	-0.9	-0.9	-3	-2	-0.8	4	19
CN1CCc2c1nc1ccccc1c2N=C1CCCN1Cc1ccccc1	10	0.6	-0.5	-2.0	-8	-26	-1.6	-5	-14
CC(=O)N1N=C(c2ccc(C)o2)CC1c1cccc(F)c1 (stereo unspecified)	-5	1.5	-0.5	1.1	-7	8	-2.8	-6	41
COc1cc(NC(=O)CSc2nnnn2C2CCCC2)cc(OC)c1	-16	0.8	0.4	-0.4	8	1	-2.4	2	36
O=C(CSc1ccc(-c2cccnc2)nn1)Nc1ccc(F)c(F)c1	-9	9.4	6.8	-1.9	-3	-6	-0.3	-8	29
NC(=O)NC(=O)CSc1ccccc1	-1	-0.1	0.7	-4.5	3	13	-2.5	-8	37
CN(C)N1C(N)=C(C#N)C(c2ccsc2)C2=C1CC(C)(C)CC2=O (stereo unspecified)	-7	-0.6	-1.2	1.9	-5	7	-2.4	-4	-3
O=C(c1cccs1)N1CCN(Cc2cccc([N+](=O)[O-])c2)CC1	-5	2.0	1.6	-2.2	7	-8	-1.5	11	-16
Cc1cnc(NC(=O)CC2CCCC2)s1	-5	-0.1	-1.4	-2.9	-4	6	-1.8	-7	-4
CCc1ccc(/C=C2\Oc3c(ccc(O)c3CN3CCN(CCO)CC3)C2=O)cc1	10	2.5	2.2	2.4	-1	51*	3.3	-10	0
Cn1cnnc1Sc1nc([N+](=O)[O-])nn1C	0	0.0	0.3	-4.9	-5	1	-2.6	-1	40
COc1ccc(-c2nn(-c3ccccc3)cc2CN(C)CCn2ccnc2C)c(F)c1	25	1.2	0.8	1.0	-7	-50	-0.6	0	8

Of the compounds above, these have a CF3 group:
SMILES	FID counter	V1aR counter	OXTR agonist	VIM-2 inhibitor	GalR3 antagonist	HCV NS3 hel inh	IMP-1 inhibitor	GPR7 antagonist	PHOSPHO1 inh
O=C1CCN(S(=O)(=O)c2ccccc2)CCN1CCOCc1ccc(C(F)(F)F)cc1	.	8.2	7.8	.	-6	.	.	.	18
CN(C)S(=O)(=O)c1cccc(C(=O)Nc2n[nH]c(C(F)(F)F)n2)c1	-10	-0.6	1.4	-2.3	-7	6	-1.8	-14	37

Carrying on.
SMILES	FID counter	V1aR counter	OXTR agonist	VIM-2 inhibitor	GalR3 antagonist	HCV NS3 hel inh	IMP-1 inhibitor	GPR7 antagonist	PHOSPHO1 inh
O=C(Nc1ccc(Br)cc1)Nc1ccccc1F	8	5.5	2.6	-4.2	-7	1	-3.5	28*	46
COC(=O)Cc1[nH]n(-c2ccccc2)c(=O)c1C(C)=Nc1ccccc1	14	0.1	0.8	-1.3	-5	-2	-0.2	-8	20
COc1cccc2c(=O)ccoc12	-2	0.2	0.4	-2.8	-3	1	-0.4	3	-26
CNNC(=S)NCCC1=CCCCC1	-3	4.7	-1.9	-3.6	0	-27	-2.8	-14	-19
